Source: PubChem
GalR3 antagonist – human GalR3 antagonism. HEK293 GalR3-CNG cAMP membrane potential fluorescence; galR3 body fused to GalR1 C-terminus. inhibition, % at 3 µM. actives 0.44% (n = 360,000);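 active means inhibition above the screen-wide average plus 3 SD, cut at about 13% in these data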;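 further: forskolin and galanin both at EC90 stimulate the cells; cAMP rise reported by CNG channel membrane potential dye signal; 0% = forskolin plus galanin with DMSO and 100% = forskolin alone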
Target sequence (O60755 1-299 limits assumed): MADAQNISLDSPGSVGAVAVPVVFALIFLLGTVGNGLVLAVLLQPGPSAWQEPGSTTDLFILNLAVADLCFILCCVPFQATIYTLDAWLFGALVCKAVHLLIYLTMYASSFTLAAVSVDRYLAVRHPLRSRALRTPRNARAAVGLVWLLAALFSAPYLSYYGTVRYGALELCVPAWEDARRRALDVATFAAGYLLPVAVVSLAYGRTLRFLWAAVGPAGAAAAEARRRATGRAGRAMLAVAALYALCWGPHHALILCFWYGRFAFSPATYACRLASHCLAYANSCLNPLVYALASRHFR
CHRM4 PAM – potentiates acetylcholine response at human M4 receptor; activation, % at 3 µM; P08173; AID 624126; CHO-K1 hM4/Gqi5, Fluo-8 calcium fluorescence, ACh EC20; 0% = ACh EC20, 100% = maximal ACh; actives 0.4% (n = 360,000);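 active means activation above its plate's cutoff, the mean activation of sample wells plus 3 SD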; further: some results filed as inactive read as strong as hits
Target sequence (P08173 whole entry, looked up): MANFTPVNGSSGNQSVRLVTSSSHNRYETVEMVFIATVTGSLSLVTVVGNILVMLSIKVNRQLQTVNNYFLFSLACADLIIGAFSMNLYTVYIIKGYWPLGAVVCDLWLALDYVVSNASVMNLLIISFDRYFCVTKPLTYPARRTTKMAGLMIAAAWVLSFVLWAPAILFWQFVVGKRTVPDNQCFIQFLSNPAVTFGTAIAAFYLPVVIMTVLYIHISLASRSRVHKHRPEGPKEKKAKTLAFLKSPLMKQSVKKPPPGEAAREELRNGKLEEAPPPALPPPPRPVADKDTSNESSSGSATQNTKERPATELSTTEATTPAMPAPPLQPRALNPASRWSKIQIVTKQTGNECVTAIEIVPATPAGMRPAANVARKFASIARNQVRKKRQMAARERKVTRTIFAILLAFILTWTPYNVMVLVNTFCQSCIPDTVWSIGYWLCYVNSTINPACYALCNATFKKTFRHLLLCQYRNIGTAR
* hit, by the source's call. The list is partial; the hit share may differ from the screen's.

SMILES	GalR3 antagonist	CHRM4 PAM
CC1(C)CC(=O)C(C(c2ccc3c(c2)OCO3)C2C(=O)CC(C)(C)CC2=O)C(=O)C1	-6	9
COc1cc(CN2C[C@@H](CO)O[C@@H](n3cnc4c(Nc5ccccc5)ncnc43)C2)cc(OC)c1OC	-6	-12
COc1cccc(C(C)(O)c2nc(-c3ccoc3)cs2)c1 (stereo unspecified)	-6	-1
COC(=O)[C@@]1(Sc2ccc(C)cc2)CC(=O)N(C(=O)c2ccccc2)[C@@H]1c1ccccc1	-6	-5
CCc1ccc([C@H]2[C@@H]3C(=O)C[C@@H]4C(=O)N(C)C(=O)[C@@H]4[C@@H]3CN2S(=O)(=O)c2ccc(C)cc2)cc1	1	-1
CC1(c2nnnn2-c2ccc3c(c2)OCCO3)CCC(=O)N1CC(F)(F)F (stereo unspecified)	-8	-1
CN1CCN(c2ncnc3c2ncn3[C@H]2CN(Cc3ccc(Cl)cc3)C[C@@H](CO)O2)CC1	0	7
Cc1ccc(S(=O)(=O)N2[C@H](CC(=O)c3ccc(F)cc3)OC[C@@H]2C(C)C)cc1	-6	4
OC(c1ccc(F)c(F)c1)c1nc(-c2csc3ccccc23)cs1 (stereo unspecified)	-3	9
CC1(C(=O)O)CCCN(C(=O)/C=C/c2ccccc2)C1 (stereo unspecified)	-1	-2
O=C(Nc1cc(C(F)(F)F)ccc1F)C1Cc2c(-c3ccccc3Oc3ccccc3)ccnc2O1 (stereo unspecified)	-3	-7
Cc1ccc(C(O)c2ncc(-c3ccc4ccccc4c3)[nH]2)cc1F (stereo unspecified)	-5	5
NC(Cc1ccc(C(F)(F)F)cc1)c1csc(Nc2cnccn2)n1 (stereo unspecified)	-6	2
O=c1ccn([C@@H]2O[C@H](CNCc3cccn3-c3ccncc3)[C@@H](O)[C@H]2O)c(=O)[nH]1	-4	10
OC(c1ccccc1)(c1ccccc1)C1CCN(CCCOc2ccc3c(c2)CCCC3)CC1	-8	-12
CCOC(=O)c1cc2c(c(-c3cccc(C#Cc4ccc(OC)c(OC)c4)c3)n1)[C@@H](CCO)N(S(=O)C(C)(C)C)C2 (stereo partly specified)	0	-4
COc1cc(OC)cc(OC)c1	-1	1
CCOC(CNC(=O)c1[nH]c(C(F)(F)F)nc1-c1ccccc1)OCC	-7	-2
COc1ccc(CN2C(=O)C(CC(=O)NC3CCCC3)CC(C(=O)N3CCOCC3)=C2C)cc1 (stereo unspecified)	-7	-2
CC1(C(=O)NS(=O)(=O)c2ccc(F)cc2F)CCN1C(=O)Cc1ccccc1 (stereo unspecified)	-7	-3
O=C(c1ccc(C(F)(F)F)cc1)N(CCCn1ccnc1)C(c1ccccn1)c1nc2ccccc2[nH]1 (stereo unspecified)	-1	-1
Nc1ccn([C@@H]2O[C@H](C(=O)N3CCCN(Cc4cccs4)CC3)[C@@H](O)[C@H]2O)c(=O)n1	5	9
COc1cc(-c2cnc3c(NC=O)cc(-c4ccc(C)cc4)cn23)cc(OC)c1OC	9	7
COC1=CC(=O)OC(c2ccccc2C(F)(F)F)C1 (stereo unspecified)	-5	-1
Cc1cccc(CN2CCN(C3CN(Cc4ccc([N+](=O)[O-])cc4)S(=O)(=O)C3)CC2)c1 (stereo unspecified)	-5	-9
(list continues)
SMILES	GalR3 antagonist	CHRM4 PAM
Cc1ccc(Cc2c(-c3ccc(Cl)cc3)nc3c(Cl)cc(C(F)(F)F)cn23)cc1	-6	8
CCCNC(=O)OC1CC2CC1[C@H]1CCCCN1C2=O (stereo partly specified)	2	3
O=S1(=O)CC(N2CCCCC2)CN1Cc1cn(Cc2ccc(F)cc2)nn1 (stereo unspecified)	2	18
Cc1cc2nc(NC(=O)C3(C)CCCN(C(C)C)C3)[nH]c2cc1C (stereo unspecified)	-3	0
Cc1cccc(C)c1NC(=O)C1(C)CN(S(C)(=O)=O)CC(=O)N1C1CC1 (stereo unspecified)	3	-2
O=c1ccn([C@@H]2O[C@H](CNCc3cccc4c3sc3ccccc34)[C@@H](O)[C@H]2O)c(=O)[nH]1	-7	9
CC(=O)Nc1cncc(-c2ccccc2N(C)C)n1	-4	-2
FC(F)(F)c1ccccc1Cc1c(-c2cccc(Cl)c2)nc2c3ccccc3ccn12	-6	14
O=C(Nc1ccc(F)cc1)C(c1ccnc2ccccc12)N1CCN(c2cccc(C(F)(F)F)n2)CC1 (stereo unspecified)	-3	0
OC(c1ccc(Cl)c(Cl)c1)c1ncc(-c2cccc(F)c2)[nH]1 (stereo unspecified)	0	-3
O=C(NC(c1ccc(F)cc1)c1ccc2ccccc2n1)C1CCN(CCOc2ccc(F)cc2)CC1 (stereo unspecified)	-3	2
Cn1c(NCc2cccnc2)nc2cc(-c3ccc(C(=O)N4CCOCC4)cc3)sc2c1=O	1	0
CSCCC(C(=O)NC(C)(C)C)n1c(-c2ccc(C)cc2)nc2ccccc21 (stereo unspecified)	-9	-2
Nc1[nH]c(C(=O)c2ccccc2)c(-c2ccccc2C(F)(F)F)c1C(=O)NCc1ccc(F)cc1	-7	5
OCCCNc1ncnc2c1ncn2[C@H]1CN(Cc2cccs2)C[C@@H](CO)O1	-6	2
CCNC(=O)C1(C)CCN1CCC(=O)c1ccc(C)cc1 (stereo unspecified)	-1	8
O=C(Nc1ccccc1Cl)c1cc(C2CCCCN2C(=O)C2CCCCC2)on1 (stereo unspecified)	-4	-3
C#CCOc1ccc(CNC[C@H]2O[C@@H](n3ccc(=O)[nH]c3=O)[C@H](O)[C@@H]2O)cc1	-8	-4
COc1ccccc1-c1noc2c1C(=O)N(Cc1cn(-c3ccccc3)nn1)CC2	-4	1
CCOC(=O)C1CCCN(C(=O)c2ccc3ccccc3c2)CC1 (stereo unspecified)	-6	2
COC(=O)[C@]12CCCCC=C1N(Cc1cccc3ccccc13)C(=O)[C@H](CC(=O)N1CCOCC1)C2	-5	-7
CN1C(=O)[C@@](O)(c2cn(C)c3ccccc23)c2cc(F)ccc21	4	4
CC(C)(C)NC(=O)C1c2ccccc2OCC(=O)N1CC(F)(F)F (stereo unspecified)	-1	7
COc1ccc(Cl)cc1-c1cc(C(=O)Nc2ccc(C(C)(C)C)cc2)[nH]n1	-4	-1
CCOC(=O)C1=CCC(c2ccccc2)N(S(=O)(=O)c2ccc(C)cc2)[C@H]1CC (stereo partly specified)	-8	-7
Remaining list, next part
SMILES	GalR3 antagonist	CHRM4 PAM
CC(=O)N1CCCC(c2cc(C(=O)Nc3ccccc3)no2)C1 (stereo unspecified)	-9	-1
COc1cccc(-c2cnc3c(NC(C)=O)cc(-c4ccsc4)cn23)c1	-3	-6
CCNC(=O)C1(C)CCN(Cc2ccccc2-c2ccccc2)C1 (stereo unspecified)	-3	5
CC(C)(C)n1nnnc1C(c1cc2ccccc2o1)N1CCCC1 (stereo unspecified)	-2	9
CC1(C)OC(=O)C2=C(C[C@@H](CCC(F)(F)F)O[C@H]2c2ccc(F)cc2)O1	-7	-3
O=C(Nc1nnc([C@@H]2C[C@H](O)[C@@H](CO)O2)s1)c1ccccc1Cl	3	2
COc1cccc(NC(=O)N2CCc3nc(Nc4ccc(C(C)C)cc4)ncc3C2)c1	-4	-7
COc1cccc(OC)c1-c1cnc(NC(C)=O)cn1	-4	5
CCCCCc1c(-c2cccc(Br)c2)ncn1CCc1ccccc1OC	0	-8
COc1ccc(CN2CCC2(C)C(=O)NCCc2c[nH]c3ccccc23)c2ccccc12 (stereo unspecified)	-7	2
CC(C)n1nnnc1C1c2ccccc2C(=O)N1Cc1cccnc1 (stereo unspecified)	-6	4
CN1OC[C@@H]2CN(C(=O)c3cccc4ccccc34)[C@H](c3ccc(N4CCCCC4)cc3)C[C@@H]21	-4	-12
COc1ccncc1-c1csc(C(O)c2ccccc2)n1 (stereo unspecified)	-3	-3
O=C(O)Cc1ccc(N2N=C(c3ccccc3)CC2=O)cc1	-7	17
O=S1(=O)CC(N2CCCCC2)CN1Cc1cn(Cc2ccccc2)nn1 (stereo unspecified)	-2	6
CCc1nc2ccc(C(=O)NCCCN3CCCC3=O)cn2c1N(CC)C(=O)NCCc1ccccc1	-7	-6
CC(=O)Nc1ccc(CNc2nc(NCc3cccs3)nc3ccsc23)cc1	-4	-14
CCCNC(=O)C1(C)CCN(C(=O)/C=C/c2ccccc2)C1 (stereo unspecified)	-7	6
CN(C)CCNC(=O)c1ccc2nc([C@@H]3O[C@H](CO)[C@H](O)[C@H](O)[C@H]3O)[nH]c2c1	-2	-5
Clc1cccc(CNc2ccn3nc(-c4ccc(OCc5ccccc5)cc4)cc3n2)c1	-8	-5
CC(C)Oc1ccc(CN2CCC2(C)C(=O)Nc2cnc3ccccc3c2)cc1 (stereo unspecified)	-7	-9
COCCCN1C(=O)C(CC(=O)NC2CCCCC2)CC(C(=O)N(C(C)C)C(C)C)=C1C (stereo unspecified)	-6	3
O=[N+]([O-])c1ccc(Cl)c(CN2CCN(c3ncc(Cc4ccccc4)cn3)CC2)c1	-2	1
COCC(=O)N1C[C@H]2CON(C)[C@H]2C[C@H]1c1ccc(N2CCCCC2)cc1	-5	-2
OC(c1ccc(F)cc1)c1nc(-c2ccccc2)cs1 (stereo unspecified)	-3	3
New compounds follow:
SMILES	GalR3 antagonist	CHRM4 PAM
C[C@H]1CN([C@@H](C)CO)C(=O)CCCn2cc(nn2)CO[C@@H]1CN(C)C(=O)Oc1ccccc1	-5	15
CC(C)NC(=O)C1(C)Cc2c(-c3cccc(C(F)(F)F)c3)ccnc2O1 (stereo unspecified)	-7	-2
CCCS(=O)(=O)NC(=O)C1(C)CCN(C(=O)c2ccc(C#N)cc2)C1 (stereo unspecified)	2	3
CCc1nc2ccc(C(=O)NCCN3CCOCC3)cn2c1N(CC)CCOC	-5	-6
COc1cccc(-c2cnc3c(NC(C)=O)cc(-c4ccc(C(=O)N5CCOCC5)cc4)cn23)c1	-6	4
COc1ccc(-c2ccc(C(=O)Nc3cccc(NS(C)(=O)=O)c3)c3occc23)c(C)c1	-6	-8
OCc1cccc(-c2cnc3c(Nc4cccc(OC(F)(F)C(F)F)c4)nccn23)c1	-6	-6
CCCNC(=O)c1cc2c(c(-c3cccc(-c4cc5ccccc5o4)c3)n1)[C@@H](CCO)N(C(=O)NC(C)C)C2	-6	0
CC(=O)Nc1cccc(-c2ccnc3c2CC(C(=O)NCc2ccc(N4CCN(C)CC4)cc2)O3)c1 (stereo unspecified)	-4	2
Cc1ccc(NC(=O)C2(C)CCN2C(=O)Cc2ccc(-c3ccccc3)cc2)cc1 (stereo unspecified)	-7	-6
O=[N+]([O-])c1ccc2c(c1)C(N1CCN(CCO)CC1)Cc1ccc(F)cc1S2 (stereo unspecified)	-10	-12
NC(CO)c1csc(NC(=O)Nc2cccc(Cl)c2)n1 (stereo unspecified)	-7	-4
CC(C)C[C@@H]1Cc2[nH][nH]c(=O)c2[C@H](CCc2ccccc2)O1	-6	11
CC(C)C(=O)N1CCC1(C)C(=O)NCc1ccc(C(C)(C)C)cc1 (stereo unspecified)	-4	3
CCOC(=O)CC1(C)N(S(=O)(=O)c2ccc(C)cc2)c2ccccc2N1S(=O)(=O)c1ccc(C)cc1	-4	9
CCCCCNC(=O)C(CCc1ccccc1)n1c(=O)c(-c2ccccc2)nc2ccccc21 (stereo unspecified)	1	-15
CC1(Cc2cc(Cl)ccc2C(F)(F)F)C(=O)Nc2cc(-c3ccccc3Cl)ccc21 (stereo unspecified)	1	0
COCCNC(=O)C1(C)CCCN(C(=O)c2cnc3ccccc3n2)C1 (stereo unspecified)	-2	0
COC(=O)[C@]12CCCCC=C1N(Cc1ccc(Cl)cc1Cl)C(=O)[C@H](CC(=O)N1CCOCC1)C2	-1	7

In the list so far, 16 have an aryl methoxy group.
SMILES	GalR3 antagonist	CHRM4 PAM
COc1cc(CN2C[C@@H](CO)O[C@@H](n3cnc4c(Nc5ccccc5)ncnc43)C2)cc(OC)c1OC	-6	-12
COc1cccc(C(C)(O)c2nc(-c3ccoc3)cs2)c1 (stereo unspecified)	-6	-1
CCOC(=O)c1cc2c(c(-c3cccc(C#Cc4ccc(OC)c(OC)c4)c3)n1)[C@@H](CCO)N(S(=O)C(C)(C)C)C2 (stereo partly specified)	0	-4
COc1cc(OC)cc(OC)c1	-1	1
COc1ccc(CN2C(=O)C(CC(=O)NC3CCCC3)CC(C(=O)N3CCOCC3)=C2C)cc1 (stereo unspecified)	-7	-2
COc1cc(-c2cnc3c(NC=O)cc(-c4ccc(C)cc4)cn23)cc(OC)c1OC	9	7
COc1ccccc1-c1noc2c1C(=O)N(Cc1cn(-c3ccccc3)nn1)CC2	-4	1
COc1ccc(Cl)cc1-c1cc(C(=O)Nc2ccc(C(C)(C)C)cc2)[nH]n1	-4	-1
COc1cccc(-c2cnc3c(NC(C)=O)cc(-c4ccsc4)cn23)c1	-3	-6
COc1cccc(NC(=O)N2CCc3nc(Nc4ccc(C(C)C)cc4)ncc3C2)c1	-4	-7
COc1cccc(OC)c1-c1cnc(NC(C)=O)cn1	-4	5
CCCCCc1c(-c2cccc(Br)c2)ncn1CCc1ccccc1OC	0	-8
COc1ccc(CN2CCC2(C)C(=O)NCCc2c[nH]c3ccccc23)c2ccccc12 (stereo unspecified)	-7	2
COc1ccncc1-c1csc(C(O)c2ccccc2)n1 (stereo unspecified)	-3	-3
COc1cccc(-c2cnc3c(NC(C)=O)cc(-c4ccc(C(=O)N5CCOCC5)cc4)cn23)c1	-6	4
COc1ccc(-c2ccc(C(=O)Nc3cccc(NS(C)(=O)=O)c3)c3occc23)c(C)c1	-6	-8
